Screening results as filed in PubChem BioAssay.
Polio RdRp inh: poliovirus RNA polymerase inhibition; P03300; poliovirus polymerase elongation, fluorescence polarization; hits give low values; % elongation, % (compound at 16.7 µg/mL); hit rate 0.66% among 150,000; AID 588519; in the data active = % elongation below about 90%; note: some results filed as inactive read as strong as hits
Target sequence (P03300 1749-2209 limits assumed): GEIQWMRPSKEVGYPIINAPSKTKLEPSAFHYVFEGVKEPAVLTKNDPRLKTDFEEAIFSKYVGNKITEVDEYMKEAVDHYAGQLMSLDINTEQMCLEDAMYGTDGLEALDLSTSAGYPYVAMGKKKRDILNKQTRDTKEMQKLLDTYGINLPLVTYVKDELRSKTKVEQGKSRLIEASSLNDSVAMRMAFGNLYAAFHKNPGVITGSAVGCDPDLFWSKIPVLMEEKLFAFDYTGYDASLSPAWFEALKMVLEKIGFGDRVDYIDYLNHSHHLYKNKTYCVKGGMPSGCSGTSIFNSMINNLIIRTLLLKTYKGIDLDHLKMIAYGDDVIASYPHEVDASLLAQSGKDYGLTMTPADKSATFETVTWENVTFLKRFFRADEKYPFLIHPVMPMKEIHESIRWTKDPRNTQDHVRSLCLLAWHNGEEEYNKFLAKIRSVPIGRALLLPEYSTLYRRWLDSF
Polio RdRp inh FP z-score: also measured in Polio RdRp inh; calls as there; z-score; measured here: FP z-score; hits read low
* hit, by the source's call. Not all compounds are listed; rates above refer to the full screens.

SMILES | Polio RdRp inh | Polio RdRp inh FP z-score
COc1ccc(C(=O)NNc2ncnc3c2cnn3-c2ccc(F)cc2)cc1 | 100 | -0.4
Cc1nn(-c2ccccc2)c(C)c1Sc1ccccc1 | 104 | 0.5
CCOC(=O)C1CCCN(S(=O)(=O)Cc2ccccc2Cl)C1 (centres undefined) | 104 | 0.6
CCc1ccc(NC(=O)CCS(=O)(=O)c2ccc3c(c2)NC(=O)CS3)cc1 | 101 | -0.5
O=C(O)CC1C(=O)NC(=Nc2ccccc2)N1c1ccccc1 (centres undefined) | 102 | -0.1
Cc1ccc(NC(=O)C2CCCN(S(=O)(=O)c3c(C)n[nH]c3C)C2)cc1C (centres undefined) | 106 | -0.3
O=C(O)c1ccc(Nc2nc(-c3ccccc3)c3cc(Br)ccc3n2)cc1 | 101 | -0.2
CNCC(=O)NC(c1ccccc1)c1ccccc1 | 103 | 0.4
O=C(c1cc2c(s1)-c1ccccc1OC2)N1CCN(c2ccc(F)cc2)CC1 | 107 | 0.8
CCCn1cc(S(=O)(=O)c2cccc(Cl)c2)c(=O)c2cc(F)c(N3CCOCC3)cc21 | 111 | 0.8
COc1ccccc1NC(=O)N=S1CCN(C(=O)c2ccc(Cl)cc2)CC1 | 100 | -0.6
CC(=O)c1c(C)oc2ccc(N(C(=O)Oc3ccccc3)S(=O)(=O)c3ccc(Br)cc3)cc12 | 105 | 0
COC(=O)Nc1nnc(COc2cccc(C)c2)s1 | 101 | 0.3
Cc1ccc(C(=O)NCCn2c(C)cc3ccccc32)cc1C | 107 | 0.3
Cc1nnc2c3ccccc3nc(Nc3ccccc3C(=O)O)n12 | 108 | 1
COc1cc(NC(=O)c2cc(-c3ccc(Cl)c(Cl)c3)on2)cc(OC)c1OC | 108 | 0.7
COc1ccc(Nc2ccccc2Cl)cc1 | 101 | -0.1
O=C1Nc2ccccc2/C1=N\N1CCN(Cc2cccc3ccccc23)CC1 | 101 | 0.2
CCN(CC)C(=O)CSc1nc2ccccc2cc1C | 103 | 0.4
CC(C)n1c(/C=C/[C@@H](O)C[C@@H](O)CC(=O)O)c(-c2ccc(F)cc2)c2ccccc21 | 100 | 0.1
S=c1[nH]c2ccc(Cl)cc2o1 | 100 | -0.1
CCC(C(=O)Nc1ccccc1O)c1ccccc1 (centres undefined) | 99 | -0.2
COc1ccc(NC(=O)CSC2=C(C#N)C(c3ccccc3C)C3=C(CCCC3=O)N2)cc1 (centres undefined) | 103 | 0.3
Cc1cc(=O)oc2c(/C=N/c3ccccn3)c(O)ccc12 | 88* | -2.7*
COc1cccc(NC(=O)Nc2nncs2)c1 | 101 | -0.1
Cc1c(C)c(C)c(CS(=O)(=O)CC(=O)Nc2ccc(F)c(Cl)c2)c(C)c1C | 102 | -0.6
CCn1c(-c2nonc2NC(=O)c2ccccc2)nc2ccccc21 | 100 | -0.1
CCS(=O)(=O)c1cccc(C(=O)Nc2ccc(-c3nc4ccccc4s3)c(O)c2)c1 | 111 | 0.8
COc1ccc(C)cc1NC(=O)Cc1ccc(NC(=O)N2CCCCc3ccccc32)cc1 | 110 | 0.4
Cn1nc(-c2ccc(OCC(=O)Nc3cccc(C(F)(F)F)c3)cc2)c2ccccc2c1=O | 106 | 0.6
CCOC(=O)c1cc(S(=O)(=O)N2CCN(c3cccc(C)c3C)CC2)[nH]n1 | 99 | -1.6
O=C(COc1ccc2c(c1)CCC2)N(Cc1nnc(-c2ccc(Cl)cc2)o1)C1CC1 | 104 | 0.3
CCn1cc2nc(SCC(N)=O)n(CCc3ccccc3)c(=O)c2n1 | 103 | 1.4
NC(=O)C1CCN(C(=S)NC(=O)C2CC2)CC1 | 112 | 0.7
CCC(=O)N1c2ccccc2CC1C(=O)NCc1ccc(CC)cc1 (centres undefined) | 107 | 0.2
Cc1oc(-c2ccc(C(=O)N(C)Cc3ccccc3)cc2)nc1CN1CCc2ccccc21 | 103 | -0.8
c1ccc2c(c1)nc(NC1CC1)c1nnnn12 | 105 | 0.9
CCC(=O)C(C#N)c1nnc(-c2ccccc2)s1 (centres undefined) | 99 | -0.4
O=C(NCc1cn2ccsc2n1)c1cc(Cl)cc(Cl)c1 | 102 | -0.4
O=C1CN(S(=O)(=O)c2cccc(C(=O)O)c2)c2ccccc2N1 | 103 | 0
COc1cc(NC(=O)Cn2cc(S(=O)(=O)N3CCC(C)CC3)c3ccccc3c2=O)cc(OC)c1OC | 110 | 0.6
CCCCc1ccc(N2C(=O)CS/C2=C(/C#N)S(=O)(=O)c2ccccc2)cc1 | 103 | 0.4
CC(C)C(NS(=O)(=O)c1cccs1)C(=O)O (centres undefined) | 101 | -0.2
CN(C)C1(CNC(=O)NCC2(N(C)C)CCCCC2)CCCCC1 | 105 | 0.5
CC(=O)OC1(c2ccc(C)cc2)CN2CCC1c1ccccc12 (centres undefined) | 100 | -0.3
COc1ccc(-c2nc3cc(NC(=O)Cc4ccc(Cl)cc4)ccc3o2)cc1OC | 105 | 0
Cc1ccc2nc(Cl)c3cc(C(=O)NCCCN4CCC(C)CC4)sc3c2c1 | 103 | -0.2
CCOc1ccc(C(C)(C)C)cc1S(=O)(=O)Nc1ccc(Cl)cn1 | 103 | 0.9
CCOc1ccc(CCNC(=O)c2cc3c(=O)n(CC)c4ccccc4c3s2)cc1OCC | 105 | 0.2
COC(=O)c1ccc(OCC2c3cc(OC)c(OC)cc3CCN2C(=O)C(C)C)cc1 (centres undefined) | 111 | 0.7
Cc1ccccc1-c1nnc(SCC(=O)N2CCCc3ccccc32)n1C | 101 | -0.5
CCCCc1ccc(NC(=O)CSc2nnc3[nH]c(=O)cc(C)n23)cc1 | 107 | 0
Cc1ccc(S(=O)(=O)NC(=O)Nc2cccnc2)cc1 | 103 | -0.1
CCCNS(=O)(=O)c1ccccc1 | 104 | 0.6
Cc1cc(C)cc(C(=O)NC(=S)Nc2ccc3[nH]c(=O)[nH]c3c2)c1 | 99 | -1.1
CCNc1ncnc2scc(-c3ccccc3)c12 | 107 | 0.4
CCOC(=O)c1ccc(NC(=O)c2c(NCc3cc(OC)c(OC)cc3OC)sc3c2CCCC3)cc1 | 108 | 0.3
CCn1c2ccc(Cl)cc2c2cc(Cl)ccc21 | 106 | 0.5
CCC(CC)c1nnc(NC(=O)CN2C(=O)C3CC=CCC3C2=O)s1 (centres undefined) | 101 | -0.7
CC(=O)N1CCCc2ccc(NC(=O)c3ccccc3)cc21 | 99 | -1.1
Additional entries:
SMILES | Polio RdRp inh | Polio RdRp inh FP z-score
Cc1ccc(N/C=C2\C(=O)C3(C)CCC2C3(C)C)cc1C (centres undefined) | 105 | 0.2
CC(NC(=O)C1CCCN1C(=O)OCc1ccccc1)c1ccccc1 (centres undefined) | 99 | -0.3
Cc1ccc(NC(=O)CC2Oc3ccccc3NC2=O)cc1C (centres undefined) | 107 | 1
O=C(O)CC(NC(=O)c1ccccc1)c1ccccc1 (centres undefined) | 100 | -0.5
O=C(CC12CC3CC(CC(C3)C1)C2)NCc1ccco1 | 101 | 0.1
CCOC(=O)COc1ccc(C)cc1C(=O)c1ccn2nc(-c3ccc(F)cc3)cc2n1 | 107 | 0.6
Cc1cc2cc(CNC(=O)c3ccccc3C(F)(F)F)ccc2[nH]1 | 100 | -0.6
COC(=O)c1cn(CC(N)=O)c2nc(C)ccc2c1=O | 98 | -1.2
Cc1cccc(C(=O)Sc2cccccc2=O)c1 | 101 | 0
CC1=CC(=C(C#N)C#N)CC(C)(C)C1 | 101 | 0.2
CCc1ccc(NC(=O)CN(c2ccc(Cl)cc2)S(=O)(=O)c2ccsc2C(=O)OC)cc1 | 110 | 1.2
Cc1ccc(NC(=O)Cn2c(=O)n(Cc3nc(-c4ccccc4)no3)c(=O)c3cc4c(cc32)OCO4)c(C)c1 | 108 | -0.1
Nc1ccnc(C(=O)O)c1 | 98 | -1
CCC1CCCCN1C1CC(=O)N(c2ccc(NC(C)=O)cc2)C1=O (centres undefined) | 102 | 0.1
COc1cc(NC(=O)Cn2cc(C(=O)c3ccc(F)cc3)c(=O)c3ccc(C)nc32)cc(OC)c1 | 110 | 0.4
CCCCCCCCCCCCCCCCOP(=O)([O-])OCC[N+](C)(C)C | 101 | 0.2
CN(C)/C=C/C=C1C(=O)CCCC1=O | 96 | -1.2
O=C(NCCCn1ccnc1)c1cc(=O)c2ccccc2o1 | 102 | 0
CCOC(=O)CC1=C(C(=O)OCC)C2(C(=O)N(C)c3ccccc32)C(C#N)=C(N)O1 (centres undefined) | 103 | 0.4
Cc1ccc(NC(=O)C2CCC(C)(C(=O)NN)C2(C)C)cc1 (centres undefined) | 100 | -0.2
COc1cc(C2C(C#N)=C(SCC(N)=O)NC3=C2C(=O)CCC3)ccc1O (centres undefined) | 103 | 0.2
CCC(Sc1nc2ncccc2o1)C(=O)Nc1ccc(OC)c(Cl)c1 (centres undefined) | 102 | 0.3
CCCC(=O)NCc1cn2cccc(C)c2n1 | 102 | 0.2
COc1cccc(-c2cc(C(=O)NCCc3ccc(C)cc3)[nH]n2)c1 | 106 | -0.4

18 neighbouring records out of the list so far:
SMILES | Polio RdRp inh | Polio RdRp inh FP z-score
COc1ccc(C(=O)NNc2ncnc3c2cnn3-c2ccc(F)cc2)cc1 | 100 | -0.4
Cc1nn(-c2ccccc2)c(C)c1Sc1ccccc1 | 104 | 0.5
CCOC(=O)C1CCCN(S(=O)(=O)Cc2ccccc2Cl)C1 (centres undefined) | 104 | 0.6
CCc1ccc(NC(=O)CCS(=O)(=O)c2ccc3c(c2)NC(=O)CS3)cc1 | 101 | -0.5
O=C(O)CC1C(=O)NC(=Nc2ccccc2)N1c1ccccc1 (centres undefined) | 102 | -0.1
Cc1ccc(NC(=O)C2CCCN(S(=O)(=O)c3c(C)n[nH]c3C)C2)cc1C (centres undefined) | 106 | -0.3
O=C(O)c1ccc(Nc2nc(-c3ccccc3)c3cc(Br)ccc3n2)cc1 | 101 | -0.2
CNCC(=O)NC(c1ccccc1)c1ccccc1 | 103 | 0.4
O=C(c1cc2c(s1)-c1ccccc1OC2)N1CCN(c2ccc(F)cc2)CC1 | 107 | 0.8
CCCn1cc(S(=O)(=O)c2cccc(Cl)c2)c(=O)c2cc(F)c(N3CCOCC3)cc21 | 111 | 0.8
COc1ccccc1NC(=O)N=S1CCN(C(=O)c2ccc(Cl)cc2)CC1 | 100 | -0.6
CC(=O)c1c(C)oc2ccc(N(C(=O)Oc3ccccc3)S(=O)(=O)c3ccc(Br)cc3)cc12 | 105 | 0
COC(=O)Nc1nnc(COc2cccc(C)c2)s1 | 101 | 0.3
Cc1ccc(C(=O)NCCn2c(C)cc3ccccc32)cc1C | 107 | 0.3
Cc1nnc2c3ccccc3nc(Nc3ccccc3C(=O)O)n12 | 108 | 1
COc1cc(NC(=O)c2cc(-c3ccc(Cl)c(Cl)c3)on2)cc(OC)c1OC | 108 | 0.7
COc1ccc(Nc2ccccc2Cl)cc1 | 101 | -0.1
O=C1Nc2ccccc2/C1=N\N1CCN(Cc2cccc3ccccc23)CC1 | 101 | 0.2

(more compounds)
SMILES | Polio RdRp inh | Polio RdRp inh FP z-score
CN(C)S(=O)(=O)c1ccc(Cl)c(C(=O)OCC(N)=O)c1 | 107 | 0.5
CC(C)CC(NS(C)(=O)=O)C(=O)O (centres undefined) | 97 | -1
Cc1ccccc1CN1C(=O)c2ccccc2S(=O)c2ccc(C(=O)NCc3ccccc3)cc21 (centres undefined) | 109 | 0.3
CSc1nc(NC(=O)NS(=O)(=O)c2ccccc2C(F)(F)F)nc(-c2ccccn2)n1 | 114 | 1.1
COc1ccc(C2SCC(=O)N2CCCN(C)C)cc1OC (centres undefined) | 101 | 0
CC1=C(C)C(=O)c2ccccc2C1=O | 102 | 0.2
O=C(/C=C(\O)c1ccccc1)C(F)(F)C(F)F | 98 | -0.5
CCOC(=O)c1cc(NC(=O)CSCC(=O)O)ccc1N1CCCCC1 | 99 | -0.7
CCOc1ccc(NC(=O)c2sc3nc4n(c(=O)c3c2C)CCC4)cc1 | 107 | 0.2
CS(=O)(=O)c1ncc(Cl)c(C(=O)N2CCN(c3cccc(Cl)c3)CC2)n1 | 112 | -0.2
C=CCn1ccn(-c2cccc3ccccc23)c(=O)c1=O | 104 | 0.7
CC(=O)N1CCc2c(sc3c2c(=O)n(Cc2ccccc2)c(=O)n3Cc2ccc(C)cc2)C1 | 103 | -0.6
CC(C)c1ccc(NC(=O)CSC2=Nc3ccccc3C3=NC(CC(=O)NCc4cccs4)C(=O)N23)cc1 (centres undefined) | 100 | -1.5
Cc1ccc(C)c(C(=O)CCC(=O)Nc2ccc(N3CCN(C)CC3)cc2C)c1 | 109 | 1.3
CN1CCC(NC(=O)c2cccc(Oc3ccccc3)c2)CC1 | 103 | 0.2
C/C(=N\O)c1c(O)c2ccccc2n(C)c1=O | 107 | 0.6
CCCn1c(C(O)c2cc(OC)c(OC)c(OC)c2)nc2ccccc21 (centres undefined) | 101 | -0.2
Cc1cc(=O)[nH]c2nnc(SCc3ccc(F)cc3)n12 | 107 | 0
COc1ccc(CNC(=O)c2sc3nc4n(c(=O)c3c2C)CCCCC4)cc1 | 108 | 0.3
COc1ccc(-c2nn(-c3ccccc3)cc2C#N)cc1 | 98 | -0.8
CCOC(=O)c1ccc(NC(=O)Cn2cc(S(=O)(=O)Cc3ccccc3F)c3ccccc32)cc1 | 104 | -0.4
O=C(O)C1C2C=CC(C2)C1C(=O)NCC1CCCO1 (centres undefined) | 101 | -0.3
CSc1c(CC(=O)Nc2ccccc2)n(C)c2ccccc12 | 98 | -0.5
COc1cc(NC(=O)CCNS(=O)(=O)c2cc(Br)cnc2N)cc(OC)c1 | 103 | 0.7
CCOc1cc(/C=c2\sc3nc(=O)c(C)nn3c2=O)ccc1OC(C)=O | 103 | 0.2
Cc1oc2ccc(O)c(CN3CCN(C)CC3)c2c1C(=O)Nc1cccc(Cl)c1C | 109 | 0.8
COC(=O)Cn1c(=O)cc(N)n(Cc2ccccc2)c1=O | 101 | -0.3
O=C(Oc1ccc(Cl)cc1)c1sc2sccc2c1Cl | 103 | 0.3
CCOC(=O)c1cnc(NCc2ccc(OC)cc2OC)c2ccccc12 | 102 | -1.4
CCOC(=O)c1cc2ccccc2nc1C | 99 | -0.4
Cc1c(Cl)cccc1N1C(=O)CC(N2CCCc3ccccc32)C1=O (centres undefined) | 100 | -0.5
Cc1ccsc1CN(C(=O)c1ccc(Br)cc1)C1CCS(=O)(=O)C1 (centres undefined) | 125 | 0.7
